# Hep lipid drop: modulators of hepatic lipid droplet formation; inhibition, % at 6.5 µM; 240,000 compounds, 0.4% hits; AML12 mouse hepatocytes, oleate lipid droplets, BODIPY imaging;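 active means lipid droplet intensity inhibited by at least 50%, with more than 500 cells counted; inconclusive means wells with under 300 cells, treated as cytotoxic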
#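 Test system: AML12 mouse liver cells; schedule: overnight exposure; technique: high-content imaging of BODIPY-stained droplets and DAPI nuclei; read-out: % inhibition of corrected integrated BODIPY droplet signal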
# Autophagy mod: alters autophagy in cells. calls only at 10 µM (by protocol). MEF GFP-LC3 puncta imaging; test concentration mostly 10 µM. 190,000 compounds, 0.98% hits;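 active means percentage of spot-positive cells more than 3 SD above its plate mean, without a fluorescence outlier flag or 80% toxicity; inconclusive means no clear call, values can overlap the other calls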;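 further: spot-positive cell cutoff set from DMSO-treated cells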
# WT yeast gro inh: growth inhibition of WT yeast, mitochondrial fusion screen | AID 1362 | mitochondrial fusion phenotypic screen, WT strain | inhibition, % at 10 µM | 190,000 compounds, 2.1% hits; in the data active means inhibition above about 58%; tested in S. cerevisiae
# MT stabilize HCS: stabilizes microtubules in HeLa cells | 200,000 compounds, 0.83% hits | HeLa tubulin immunostaining HCS, 24 h; share of cells brighter than vehicle mean+2SD | % tubulin-high responders, % at 10 µM;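 active means plate Z-score above 3 for both tubulin-high and condensed-nucleus cell shares, with cell loss under 80%, at 10 µM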;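 further: anti alpha tubulin signal scored within the nucleus-defined area of each cell; some results filed as inactive read as strong as hits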
# West Nile antiviral: inhibition of WNV-induced cytopathic effect – cell-based, CPE readout (AID 1621). CPE inhibition, % at 10 µM; hits with a dose series show IC50 in µM. West Nile virus-infected cells, CPE inhibition; higher % means a stronger effect. 290,000 compounds, 0.02% hits; in the data active means a potency from the dose series; inconclusive means CPE inhibition mostly from about 3.7% at the one dose, without a potency; inactive means the rest, 99 in 100 with CPE inhibition below about 2.2%; further: strong numbers were not always called active
# Insulin prom up: MIN6 insulin promoter up-regulation; MIN6 insulin promoter-GFP reporter, high-content imaging; hits give high values; z-score at 5 µM; 190,000 compounds, 0.3% hits;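 active means z-score above 3 at 5 µM with at least 500 cells counted in the well; inconclusive means wells under 500 cells, flagged as cytotoxic or low count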
# T cell HTS: T cell immune modulation candidate; 2C CD8+ T cell-vesicle binding, flow cytometry; hits give low values; calls only at 7 µM; 330,000 compounds, 0.068% hits;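 active means response, share of CD8 T cells binding vesicles, and their 90th percentile fluorescence all below set limits, cut at about 80% in these data, passing the limit was not always enough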
#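 incubation = binding step 1.5 h, 37 °C, antibody labelling 20 min, ice | test system = 2C mouse CD8+ T cells | read-out basis = percent CD8+ FL2 mean versus row control | controls = Peptide-free naked vesicles (low) and QL9 vesicles with 0.7% DMSO vehicle (high) | detection = flow cytometry of vesicle-bound cells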
# bCat nuc transl: alters nuclear translocation of beta-catenin in HeLa cells; immunofluorescence imaging; nuclear translocation activity, % at 5 µM; AID 1665; 190,000 compounds, 0.3% hits;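 active means nuclear translocation activity above 50% at 5 µM, with a well cell count of 50 or more; inconclusive means wells under 50 cells across six images, flagged as toxic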;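 further: per-cell ratio of nuclear to cytoplasmic median beta-catenin stain intensity; plate controls were DMSO negative control for no effect and GSK-3 inhibitor IX positive control for full effect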
#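 assay system = human HeLa cells, endogenous beta-catenin | times = compound treatment 24 h, 37°C, 5% CO2 | detection = Anti-beta-catenin immunofluorescence on PFA-fixed, Triton-permeabilized cells, DAPI nuclei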
# Myeloid diff 2: promotes myeloid progenitor differentiation | calls only at 10 µM | AID 624256 | ER-HoxA9 myeloid progenitors, lysozyme-GFP differentiation, flow cytometry | 360,000 compounds, 1% hits;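 active means normalized GFP-positive differentiation at or above the plate's own cutoff, the solvent-only control mean plus 3 SD; inconclusive means no clear call, values can overlap the other calls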;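 further: cells exposed to compound for four days before flow analysis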
# WT yeast gro inh mutant strain: second read-out of WT yeast gro inh, no call of its own (marks repeat the call); inhibition, %; mitochondrial fusion phenotypic screen, mutant strain inhibition
# Insulin prom up cell count: second read-out of Insulin prom up, no call of its own (marks repeat the call); cell count; measured here: cytotoxicity, nuclei count;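 total cells summed across four imaged fields per well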
# Hep lipid drop cells 6.5 µM: also measured in Hep lipid drop; calls as there; cell count; measured here: cell count, cytotoxicity flag;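 cells counted across two imaged fields per well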
# bCat nuc transl cell count 5 µM: also measured in bCat nuc transl; calls as there; cell count; measured here: cell count, cytotoxicity flag
# T cell HTS vesicle-bound %: recorded beside T cell HTS, whose call it bears; double positive events, %; measured here: CD8+ vesicle-bound cell fraction;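 binding gate set so that unloaded-vesicle control wells show 10% double positive cells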
# MT stabilize HCS Hoechst-high %: further read-out of MT stabilize HCS, marked with its call; % Hoechst-high responders; measured here: nuclear condensation Hoechst responders;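 share of cells brighter than vehicle mean plus two SD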
# MT stabilize HCS cytotoxicity %: recorded beside MT stabilize HCS, whose call it bears; toxicity, %; measured here: cytotoxicity by cell density;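 0% = mean cell density of plate MIN control wells and 100% = no cells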
# Autophagy mod cell loss 18 h: further read-out of Autophagy mod, marked with its call; toxicity, %; measured here: cell loss, nuclei count;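 cell loss after 18 h compound exposure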
# Myeloid diff 2 GFP+ MAC1+ %: recorded beside Myeloid diff 2, whose call it bears; GFP+ MAC1+ double positive, %; measured here: differentiation confirmed by MAC1 staining
# Active calls of the source: *; i = inactive; ? = inconclusive; nt = no result given; + = active, no number. Not a hit list, and some 3.9% of all compounds hit somewhere here.
SMILES,Hep lipid drop,Hep lipid drop cells 6.5 µM,Autophagy mod,Autophagy mod cell loss 18 h,WT yeast gro inh,WT yeast gro inh mutant strain,MT stabilize HCS,MT stabilize HCS Hoechst-high %,MT stabilize HCS cytotoxicity %,West Nile antiviral,Insulin prom up,Insulin prom up cell count,T cell HTS,T cell HTS vesicle-bound %,bCat nuc transl,bCat nuc transl cell count 5 µM,Myeloid diff 2,Myeloid diff 2 GFP+ MAC1+ %
O=C(c1ccccc1C(=O)N1CCN(c2ccccc2)CC1)N1CCN(c2ccccc2)CC1,-13,676,i,3,27,-3,3.0,1.3,5.5,-1.2%,-0.07,1946,i,50,0.2,1057,i,1.1
Cc1ccc(NCc2nc3ccccc3n2C)cc1,-11,629,i,11,11,19,3.0,2.2,7.8,0.7%,0.93,1513,i,32,nt,nt,i,1.0
Cc1cc(C(=O)OCC(=O)c2ccc3c(c2)NC(=O)CO3)c2ccccc2n1,-1,705,i,-7,-16,-14,1.9,1.2,7.2,1.2%,nt,nt,i,53,2.6,1108,i,0.8
C/C(=N\NC(=S)NC1CCCCC1)c1ccc(Cl)c(Cl)c1,-22,646,nt,nt,nt,nt,nt,nt,nt,-0.1%,0.44,1100,i,39,-0.9,1396,i,0.5
CC(C)C[C@@H](CO)N1CCN(Cc2ccc([N+](=O)[O-])cc2)CCC1=O,-2,766,nt,nt,nt,nt,nt,nt,nt,-0.3%,nt,nt,i,14,nt,nt,i,1.7
CCOC(=O)Cn1ccc(-c2ccccc2)c(C#N)c1=O,-1,676,i,36,-3,-4,2.5,1.2,2.8,0.7%,-0.85,1626,i,42,-3.3,1046,i,0.5
CCCC(=O)Nc1nc(C)c(C(C)=O)s1,2,728,i,10,4,-2,2.7,2.8,13,-0.4%,-0.98,1408,i,11,1.0,1039,i,0.2
CCOc1ccc(/C=N/NC(=O)Cc2csc(Nc3cccc(C(F)(F)F)c3)n2)cc1,30,758,i,1,52,40,3.7,2.2,15,0.1%,nt,nt,i,26,-2.4,1218,i,1.2
Cc1ccc2c(c1)NC(=O)C(CC(=O)O)O2 (stereo not drawn),nt,nt,nt,nt,14,6,2.5,3.0,5.5,-0.1%,-0.63,924,i,11,nt,nt,i,1.1
CC(=O)Nc1ccc(C(=O)OCC(=O)Nc2ccc([N+](=O)[O-])cc2C(F)(F)F)cc1,1,696,i,0,-2,6,2.9,1.5,2.1,-1.0%,0.32,1489,i,20,-6.4,593,i,0.4
Cc1ccc(S(=O)(=O)Oc2ccccc2/C=N/NC(N)=S)cc1,-8,829,+,16*,-10,4,32,9.7,45,?,-1.5,731,i,6,33,949,?,nt
O=C(Cc1cccc2ccccc12)NCC1CCCO1 (stereo not drawn),nt,nt,i,6,-9,4,3.1,1.0,0.6,0.0%,-0.33,1145,i,56,5.9,1514,i,0.7
COc1ccc(NC(=O)N2CCc3ccccc3C2)c(OC)c1,-11,837,nt,nt,nt,nt,nt,nt,nt,-0.4%,nt,nt,i,20,nt,nt,i,1.4
Cc1cc(C)n(C(=O)CCCn2cc([N+](=O)[O-])cn2)n1,2,721,i,8,2,7,4.7,1.4,8.9,-0.2%,-1.2,1372,i,50,2.6,1042,i,1.4
COc1ccc(C(C)(C)C)cc1NC(=S)NCCN1CCOCC1,28,664,i,12,0,-2,3.9,2.6,6.3,-0.6%,-0.16,1482,i,44,0.2,1041,i,1.1
Nc1nc(-c2cccnc2)nn1C(=O)c1ccccc1Cl,1,690,i,21,1,7,1.6,1.6,0.5,0.2%,1.4,1515,nt,nt,-2.9,1041,i,0.6
CCCCCc1ccc(CC(=O)O)cc1,nt,nt,i,75,-1,4,4.1,3.4,19,nt,1.3,1501,i,50,0.7,1433,i,1.0
COc1ccc(Cl)cc1Nc1nc(C)nc2c1oc1ccccc12,-10,738,nt,nt,nt,nt,nt,nt,nt,-0.1%,nt,nt,i,36,nt,nt,i,0.3
COc1ccc(N2C(=O)C3CCCN3C2c2ccc(C)cc2)cc1 (stereo not drawn),nt,nt,i,18,18,10,4.4,1.5,7.2,0.2%,-0.32,985,i,48,nt,nt,i,2.4
Clc1cccc(Cl)c1Cn1cnc(=NCc2ccco2)c2[nH]cnc21,nt,nt,i,3,30,28,6.7,4.2,6.0,?,-0.76,1274,i,41,0.4,1125,i,2.2
O=C1CCCC/C1=C/Nc1ccc(S(=O)(=O)Nc2ncccn2)cc1,nt,nt,i,2,8,-1,3.1,2.1,10,0.0%,0.41,1311,i,32,-1.8,806,i,1.3
Cc1cnc(CN(C)Cc2c(C(=O)N3CCCCCCC3)nc3ccc(Cl)cn23)[nH]1,-4,837,nt,nt,nt,nt,nt,nt,nt,-1.0%,nt,nt,i,10,nt,nt,i,0.7
CN(Cc1ccccc1)CC(O)COc1ccc(CNCCc2ccncc2)cc1 (stereo not drawn),-4,629,i,5,4,-2,1.3,1.6,1.2,2.4%,nt,nt,i,24,1.3,1119,i,1.3
COc1ccc(CC(=O)NNc2ncnc3c2cnn3Cc2ccccc2)cc1OC,17,635,nt,nt,nt,nt,nt,nt,nt,0.2%,-0.51,1406,i,30,2.2,1276,i,0.4
O=C(CSc1nnc(-c2ccccc2)c(-c2ccccc2)n1)Nc1ccc(Br)cn1,-11,375,i,22,30,0,5.9,15,18,-1.0%,nt,nt,i,33,-0.8,877,i,0.8

# The closing 2 entries of the section above come first, to join the parts.
SMILES,Hep lipid drop,Hep lipid drop cells 6.5 µM,Autophagy mod,Autophagy mod cell loss 18 h,WT yeast gro inh,WT yeast gro inh mutant strain,MT stabilize HCS,MT stabilize HCS Hoechst-high %,MT stabilize HCS cytotoxicity %,West Nile antiviral,Insulin prom up,Insulin prom up cell count,T cell HTS,T cell HTS vesicle-bound %,bCat nuc transl,bCat nuc transl cell count 5 µM,Myeloid diff 2,Myeloid diff 2 GFP+ MAC1+ %
COc1ccc(CC(=O)NNc2ncnc3c2cnn3Cc2ccccc2)cc1OC,17,635,nt,nt,nt,nt,nt,nt,nt,0.2%,-0.51,1406,i,30,2.2,1276,i,0.4
O=C(CSc1nnc(-c2ccccc2)c(-c2ccccc2)n1)Nc1ccc(Br)cn1,-11,375,i,22,30,0,5.9,15,18,-1.0%,nt,nt,i,33,-0.8,877,i,0.8
COc1ccccc1NC(=O)CSCC(N)=O,-2,732,i,25,7,10,3.0,2.7,9.2,-0.2%,-0.82,1338,i,44,-0.6,1116,i,5.5
CCn1c(=S)[nH]c2c(c1=O)C(C)(C)Cc1ccccc1-2,-2,790,i,24,15,22,2.9,2.2,5.0,-0.1%,nt,nt,nt,nt,-1.5,1001,i,0.6
Cc1ccc(-n2cc(CN3CCC(CO)(Cc4ccccc4)CC3)cn2)cc1,-52,654,i,7,19,10,3.0,2.0,11,-0.5%,0.2,1289,i,30,0.7,1094,nt,nt
CC1=NN(c2cccc(Cl)c2)C(=O)C12CC(C)=C(C)CS2 (stereo not drawn),-1,774,i,-11,71*,49*,1.6,2.0,9.6,nt,-0.72,848,i,55,nt,nt,i,0.3
O=Cc1cn(CC(=O)NCC2CCCO2)c2ccccc12 (stereo not drawn),10,770,i,1,-16,-4,4.3,2.3,2.7,-0.3%,0.11,1268,i,42,-1.5,1170,i,0.9
O=C(CN1C(=O)C2CCCCN2C(=O)c2ccccc21)Nc1ccc(F)cc1 (stereo not drawn),19,681,i,31,-9,-1,2.1,0.9,3.0,-0.8%,-0.02,1306,i,42,1.1,1180,i,0.1
COc1cc(NC(=O)COC(=O)[C@@H]2CCCN2S(=O)(=O)c2ccc(Cl)cc2)cc(OC)c1OC,nt,nt,i,2,-17,-3,2.3,1.2,7.6,0.3%,0.65,1464,i,38,-3.2,887,i,1.7
O=C(CSc1nnc2ccccn12)Nc1ccc2c(c1)OCO2,-17,660,i,18,-14,-9,2.8,1.3,6.4,-0.3%,0.29,1368,i,55,-1.6,1111,i,0.7
O=C(N/N=C/c1cc(Br)ccc1O)C(=O)Nc1ccccc1OC(F)(F)C(F)F,nt,nt,i,35,15,-6,2.2,0.2,29,?,-4.3,686,i,15,-2.3,1024,?,nt
O=C(NCCOc1nc(N2CCCCC2)nc(N2CCOCC2)n1)Nc1ccccc1,19,709,i,-1,-14,-3,2.2,2.2,36,0.1%,0.31,1055,i,42,nt,nt,i,3.7
C=CCn1c(NCCOC)nc2c1c(=O)n(C)c(=O)n2C,nt,nt,i,0,-31,-25,2.4,2.1,6.2,0.0%,-0.44,1409,i,37,-4.8,935,i,1.0
CCN1CCN(C(=O)c2cc3c(s2)-c2c(C)cccc2OC3)CC1,4,799,nt,nt,nt,nt,nt,nt,nt,0.2%,nt,nt,i,46,nt,nt,i,1.2
Cc1cc(C)nc(N2CCCC(C(=O)Nc3nc4ccc(S(C)(=O)=O)cc4s3)C2)n1 (stereo not drawn),1,686,i,-11,36,24,3.1,1.0,24,1.8%,-1.4,1316,i,46,-1.1,1143,i,1.9
Cc1ccc(N2CCN(/N=C/C3=C(N4CCOCC4)C(=C\c4ccccc4)/CC3)CC2)cc1,14,653,nt,nt,nt,nt,nt,nt,nt,-0.1%,-1.4,1018,i,30,0.2,1320,nt,nt
Cc1noc(NS(=O)(=O)c2ccc(N/C=C/C(=O)c3ccc4c(c3)OCO4)cc2)c1C,nt,nt,i,5,1,-20,2.0,2.3,7.8,0.1%,0,1524,i,5,0.9,1329,i,0.9
Cc1ccc(/C=C/C(=O)Nc2ccc(O)c3c(=O)cc(-c4ccccc4Cl)oc23)cc1,16,652,nt,nt,nt,nt,nt,nt,nt,?,1.4,674,i,20,1.0,1059,i,1.5
Cc1cc(C)n(CC(O)CN(c2ccccc2)S(=O)(=O)c2ccccc2)n1 (stereo not drawn),nt,nt,i,-4,-8,7,2.6,1.3,8.9,0.1%,-0.1,1544,i,29,-1.1,1405,i,0.5

# Compound activity (PubChem)
